Compound activity deposited in PubChem BioAssay by several laboratories.
HTR5A ag = HTR5A agonism, opioid heterodimer counter-screen. AID 504692. 340,000 compounds, 0.61% hits. HTR5A agonist assay, luminescence, cell-based. activation, % at 9.3 µM; in the data active = activation mostly above about 9.5%, no sharp cut-off; inactive = mostly below about 7.6%;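 note: 0% = cells with vehicle only and 100% = reference agonist; strong numbers were not always called active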
Arr AP2 block = inhibitors of human beta-arrestin and AP2 interaction; FITC-arrestin peptide / GST-AP2 beads, flow cytometry; AP2 beta2 appendage carries R879A mutation; inhibition, % at 10 µM; 340,000 compounds, 0.31% hits;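 active = inhibition above a set limit, near 3 SD of compounds lacking own fluorescence, cut at about 54% in these data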;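 note: plate controls were DMSO wells for no effect and 5 µM unlabelled arrestin peptide for full effect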
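System: GST-AP2 R879A bound to glutathione beads, E. coli-expressed. Also added: 50 nM FITC-arrestin peptide. Schedule: compound with beads 12 min RT, then probe 1 h RT. Signal: bead flow cytometry, FITC channel. Read-out basis: percent response.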
MOR-DOR inv ag = mu-delta opioid heterodimer inverse agonism; inhibition, % at 9.3 µM; 340,000 compounds, 0.21% hits; AID 504357; cell-based MOR-DOR heterodimer luminescence; in the data active = inhibition above about 22%, passing the limit was not always enough;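 note: 0% = cells with DMSO and 100% = wells without cells with DMSO; values of inactives mirror those of a sister screen read the other way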
HTR5A inv ctr = HTR5A inverse agonism, opioid heterodimer counter-screen; P47898; 340,000 compounds, 0.083% hits; HTR5A cell line, luminescence; inhibition, % at 9.3 µM; AID 504634; in the data active = inhibition mostly above about 23%, no sharp cut-off; inactive = mostly below about 18%;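 note: 0% = cells with DMSO and 100% = no-cell wells with DMSO; some compounds called inactive have numbers as strong as hits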
DAGLB inhibitor = blocks human DAGLB lipase activity. Q8NCG7. HEK293T DAGLB membrane lysate, EnzChek fluorogenic substrate. inhibition, % at 5.17 µM. 340,000 compounds, 0.059% hits. AID 504411; in the data active = inhibition above about 34%;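 note: 0% = enzyme with vehicle and 100% = wells lacking enzyme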
PKA-R1A act = activates the PKA-R1A holoenzyme complex. P00514+P68181. PKA-R1A dissociation, Cy5-IP20 fluorescence polarization; scaled: DMSO 0%, 113 µM cGMP 100%. activation, % at 11.4 µM. 340,000 compounds, 0.083% hits;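 active = percent activation above the mean of all tested compounds plus 3 SD, cut at about 19% in these data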;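 note: higher means more PKAc released from R1A so a rise in polarization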
V-ATPase pHluor = regulators of yeast V-ATPase proton transport; S. cerevisiae, pHLuorin cytosolic pH fluorescence; response, % at 10 µM; 350,000 compounds, 0.37% hits; AID 504577; in the data active = response mostly above about 7.3%, no sharp cut-off; inactive = mostly below about 5.4%; note: actives read high; inactives centre near 0; some compounds called inactive have numbers as strong as hits; reference of the scale not given here
Pemphigus Ab inh = human desmoglein-3 autoantibody binding inhibition | P32926 | DSG3-coupled beads, scFv-anti-DSG3-GFP binding, flow cytometry; stronger effect = lower value | binding (percent of control), % at 10 µM | 310,000 compounds, 0.48% hits | AID 588358;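 active = binding more than 3 SD below its plate's average and above zero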;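 note: hits lower antibody fragment binding to DSG3; some compounds called inactive have numbers as strong as hits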
Target sequence (P32926 whole entry, looked up, the tested form may be a part): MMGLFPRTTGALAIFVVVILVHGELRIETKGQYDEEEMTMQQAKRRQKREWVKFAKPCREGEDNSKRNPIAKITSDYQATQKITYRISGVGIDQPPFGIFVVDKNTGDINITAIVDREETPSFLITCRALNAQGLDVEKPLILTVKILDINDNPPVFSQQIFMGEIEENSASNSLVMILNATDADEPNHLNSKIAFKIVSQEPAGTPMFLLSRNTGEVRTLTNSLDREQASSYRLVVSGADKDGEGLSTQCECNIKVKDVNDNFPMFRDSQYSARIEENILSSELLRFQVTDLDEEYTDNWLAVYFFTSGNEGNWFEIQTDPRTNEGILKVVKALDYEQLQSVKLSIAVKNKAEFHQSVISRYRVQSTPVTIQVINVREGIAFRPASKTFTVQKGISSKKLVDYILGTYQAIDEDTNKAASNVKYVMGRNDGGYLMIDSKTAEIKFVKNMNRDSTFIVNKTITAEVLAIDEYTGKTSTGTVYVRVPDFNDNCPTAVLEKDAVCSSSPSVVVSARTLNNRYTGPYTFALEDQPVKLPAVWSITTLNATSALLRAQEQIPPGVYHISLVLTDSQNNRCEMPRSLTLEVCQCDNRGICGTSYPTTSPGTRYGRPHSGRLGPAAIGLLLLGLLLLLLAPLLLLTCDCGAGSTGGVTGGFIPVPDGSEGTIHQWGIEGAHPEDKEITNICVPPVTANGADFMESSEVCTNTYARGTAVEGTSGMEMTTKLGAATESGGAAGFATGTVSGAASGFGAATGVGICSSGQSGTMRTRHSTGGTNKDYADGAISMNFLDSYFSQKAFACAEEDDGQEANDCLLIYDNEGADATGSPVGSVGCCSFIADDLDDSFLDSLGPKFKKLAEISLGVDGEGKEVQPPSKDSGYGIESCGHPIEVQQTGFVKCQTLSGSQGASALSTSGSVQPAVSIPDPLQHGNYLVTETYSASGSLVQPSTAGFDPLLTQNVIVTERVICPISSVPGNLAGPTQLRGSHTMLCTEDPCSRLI
PKA-R2B activ = activates the human PKA-R2B holoenzyme complex; PKA-R2B holoenzyme dissociation, Cy5-IP20 fluorescence polarization; R2B truncated from residue 108, S112A mutant; 0% DMSO only, 100% 113 µM cGMP; activation, % at 11.4 µM; 340,000 compounds, 0.079% hits; AID 504700;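 active = activation above a cutoff set at the mean over all compounds plus 3 SD, cut at about 18% in these data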;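 note: higher means more holoenzyme dissociation and a rise in polarization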
MOR-DOR ag = OPRM1-OPRD1 heterodimerization agonism | P35372+P41143 | cells, luminescence | AID 504326 | 340,000 compounds, 0.3% hits | activation, % at 9.3 µM; in the data active = activation above about 18%;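 note: 0% = vehicle-treated cells and 100% = reference agonist; values of inactives mirror those of a sister screen read the other way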
Starred values were filed as active, the others as inactive; nt = no result given.

Values run as follows: HTR5A ag	Arr AP2 block	MOR-DOR inv ag	HTR5A inv ctr	DAGLB inhibitor	PKA-R1A act	V-ATPase pHluor	Pemphigus Ab inh	PKA-R2B activ	MOR-DOR ag
CCC(C)C(NC(=O)C1CCC(C)CC1)C(=O)NC(C(=O)OC)C(C)C (configuration not stated)
  5	13	8	1	-3	-18	-1	103	-4	-1.9
CCCn1c(N2CCN(C)CC2)nc2c1c(=O)[nH]c(=O)n2C
  -4	-7	7	-11	-2	-10	-2	109	-2	-1.2
Cc1cc(C=C2C(=O)c3ccccc3C2=O)c(C)n1-c1ccc(Cl)cc1
  3	3	10	-9	-4	-6	1	96	2	-1.7
Cn1cnnc1SCC(=O)N1CCN(C(=O)c2ccco2)CC1
  -1	6	19	2	3	-5	1	112	-8	-3.9
O=[N+]([O-])c1ccc2c(c1)Cc1cc(F)ccc1-2
  -2	0	5	8	-6	-4	-3	92	-1	-1.0
CCN(CC)CCN(C(=O)c1ccc([N+](=O)[O-])cc1)c1nc2c(OC)cccc2s1
  5	1	-4	-17	1	-15	0	108	0	0.8
c1cc2c(cc1NC1CCCCCC1)OCO2
  1	11	-3	-2	-2	5	-1	135	-6	0.5
CC(C)CN(C)Cc1c(C(=O)N2CCc3ccccc3C2)nc2ccc(Cl)cn12
  0	-10	-32	-1	-10	-15	5	104	0	6.8
CCN(C[C@H]1N[C@@](C)(C(=O)OC)[C@H]2C(=O)N(C)C(=O)[C@@H]12)S(=O)(=O)c1ccc(-c2ccccc2)cc1
  0	8	1	-1	-3	0	-1	93	-2	-0.3
O=C(COc1ccc(/C=N/NC(=O)c2ccc(O)cc2)cc1)Nc1cccc([N+](=O)[O-])c1
  8	37	-27	19	-4	14	-1	95	-5	5.5
COCCN=C1Sc2nc3ccc(C)cc3cc2CN1Cc1ccco1
  5	-2	-1	-15	-3	2	2	nt	-4	0.1
Cc1c(Cl)cccc1NC(=O)CNC(=O)C1CC(=O)N(CCc2ccccc2)C1 (configuration not stated)
  -6	20	17	-5	3	10	2	96	-7	-4.3
CCC1C(=O)CC(c2ccc([N+](=O)[O-])cc2)NC1c1ccc([N+](=O)[O-])cc1 (configuration not stated)
  2	-8	8	10	1	-5	-1	113	-3	-1.7
CC(=O)NCCc1ccc(S(=O)(=O)N(C)C2CCS(=O)(=O)C2)cc1 (configuration not stated)
  5	5	3	-9	0	-1	2	99	-5	-0.6
COc1cc([C@H]2OC[C@H]3[C@@H]2CO[C@H]3c2ccc(O)c(OC)c2)ccc1O
  1	28	8	-6	-3	-1	-1	106	4	-1.4
O=C(O)c1ccc(C=NNC(=O)c2ccccc2NS(=O)(=O)c2cccs2)cc1
  3	-11	12	25	2	-2	2	104	7	-2.9
CCN(Cc1ccccc1)c1ccc(/C=N/NC(=O)c2cccc(S(=O)(=O)N3CCOCC3)c2)cc1
  3	-7	-9	22	4	-1	-8	106	-3	1.7
CCNc1oc(-c2ccccc2F)nc1S(=O)(=O)c1ccccc1
  1	15	24	-15	-2	-9	2	nt	-1	-4.3
O=C(CN(C(=O)CNS(=O)(=O)c1ccccc1)C1CCCC1)NCc1ccco1
  1	-4	6	-3	1	4	0	nt	-15	-1.6
Cc1cc(C(=O)COC(=O)c2ccncc2)c(C)n1CCc1ccc(F)cc1
  1	7	-1	-14	5	-15	8	100	2	0.3
CCS(=O)(=O)N1CCN(c2ccc(Cl)cc2[N+](=O)[O-])CC1
  0	27	1	1	5	-4	-1	102	-3	-0.2
CC1(C)Cc2nc3sc4c(SCC(=O)NC(c5ccccc5)c5ccccc5)ncnc4c3cc2CO1
  -2	6	-4	-3	-2	-3	-2	nt	-6	0.6
COCCCN1C(=O)c2ccc(C(=O)Nc3cccc(OC)c3)cc2C1=O
  1	3	16	11	-3	-1	-4	104	-1	-2.9
Cc1ccc(C)c(S(=O)(=O)N/N=C/c2ccc(N(C)C)cc2)c1
  3	-11	0	-9	-2	-3	4	79	8	0.0
C=CCc1c(C)nc2c(-c3ccccc3)cnn2c1N1CCOCC1
  2	-12	-13	-7	-7	1	-3	97	-4	2.9
CC(C)=CCN1CCN(Cc2ccc(Sc3nncn3C)o2)CC1CCO (configuration not stated)
  -1	-3	12	19	3	-9	3	83	-2	-1.9
Cc1cccnc1Nc1nc(-c2ccc(O)c(O)c2)cs1
  5	-2	-26	-13	9	0	-1	85	-3	4.7
COc1cccc(C(=O)Nc2ccc3c(c2)C(=O)NC3=O)c1
  5	3	6	-13	1	0	-3	104	-2	-1.2
CC1CCC/C(=C\Nc2ccc3c(c2)OCO3)C1=O (configuration not stated)
  -2	6	4	4	2	-2	1	115	-1	-0.7
COc1ccc(N=C2SC(C(=O)Nc3ccc(OC)cc3)CC(=O)N2CCN2CCOCC2)cc1 (configuration not stated)
  0	-5	6	0	0	2	0	100	-4	-1.1

Reprinted from the part before: two compounds; new compounds follow.
Values run as follows: HTR5A ag	Arr AP2 block	MOR-DOR inv ag	HTR5A inv ctr	DAGLB inhibitor	PKA-R1A act	V-ATPase pHluor	Pemphigus Ab inh	PKA-R2B activ	MOR-DOR ag
CC1CCC/C(=C\Nc2ccc3c(c2)OCO3)C1=O (configuration not stated)
  -2	6	4	4	2	-2	1	115	-1	-0.7
COc1ccc(N=C2SC(C(=O)Nc3ccc(OC)cc3)CC(=O)N2CCN2CCOCC2)cc1 (configuration not stated)
  0	-5	6	0	0	2	0	100	-4	-1.1
NC(=O)N/N=C/c1ccccc1OC(=O)c1cc2ccccc2oc1=O
  -5	15	21	-14	-1	-5	1	103	3	-4.1
CC(C)(C)c1nc[nH]c(=O)c1Br
  3	-11	7	2	6	0	1	107	11	-1.4
CCOc1ccccc1C(=O)OCC(=O)NCc1ccc2c(c1)OCO2
  -1	-8	7	2	-3	1	3	117	10	-1.4
CCCC(=O)c1ccc(N2CCC(C)CC2)c(F)c1
  1	6	-16	-2	-2	-9	3	123	9	2.2
O=C(NC1CCCC1)c1csc2c1CCCC2
  0	-3	-5	-9	-3	-20	3	99	-9	0.9
O=C(O)C(c1ccccc1)C1(O)CC2CCC1C2 (configuration not stated)
  -4	-1	8	17	1	-2	3	nt	6	-1.6
CCOCCCNC(=O)c1ccc2c(c1)ncn2-c1ccc(CC)cc1
  1	5	10	-4	-3	7	-1	105	2	-1.8
Cc1cc(C)n(CCOc2ccc(Cl)cc2Cl)n1
  2	-9	-28	-10	-5	-6	0	nt	-1	4.7
COc1cccc(OCC(Cn2c(C)nc3ccccc32)OC(C)=O)c1 (configuration not stated)
  6	7	5	-18	-1	14	0	93	6	-0.7
CCCn1c(N)c(C(=O)CSc2nc(C)cs2)c(=O)n(C)c1=O
  -3	-1	1	8	2	13	3	103	13	-0.2
OCCC1CN(Cc2ccccc2O)CCN1CCCc1ccccc1 (configuration not stated)
  -1	6	9	2	-1	-5	-2	106	-1	-1.8
CCOC(=O)c1ccc(N=C2NC(=O)CS2)cc1
  9	-4	11	-23	-1	2	-4	92	8	-2.3
COc1ccc(N(CC(=O)Nc2cc(OC)ccc2OC)S(C)(=O)=O)cc1
  -5	23	5	14	0	-1	3	100	-5	-0.8
CCCc1cc(=O)oc2cc(OCC(=O)NCCCN3CCOCC3)ccc12
  -3	4	17	4	2	-9	0	100	4	-3.4
CN(C)S(=O)(=O)c1ccc(C(=O)NCc2ccco2)cc1
  0	0	14	-1	-1	-7	0	101	-4	-2.4
Cc1cccc(-c2n[nH]c(=S)n2Cc2ccccc2)c1
  0	6	-30	-2	-3	-7	-6	90	0	5.3
COc1cc(OC)c(OC)cc1/C=N/n1c(-c2n[nH]c3c2CCC3)n[nH]c1=S
  7	2	-1	9	-2	2	-2	112	-13	0.2
CCN(CC)CCNC(=S)Nc1ccc2nc(N3CCN(C)CC3)cc(C)c2c1
  1	-7	0	-3	-2	4	-1	98	5	0.1
CS(=O)(=O)N(Cc1ccccc1)c1ccc(C(=O)N2CCOCC2)cc1
  1	-1	8	0	-3	0	0	97	7	-1.7
COc1ccc(CCC(=O)Nc2ccc(Br)cn2)cc1
  1	-12	16	2	-5	-5	1	91	-8	-3.0
Cc1cccc(NC(=O)CCCCCN2C(=O)[C@@H]3Cc4ccccc4CN3C2=O)c1
  2	5	8	-6	-4	5	-3	85	4	-1.5
COc1cccc(C2[C@H](C)C3(CCN2C)OCCO3)c1 (some centres not stated)
  -1	0	4	-15	-1	3	1	127	-1	-0.7
COc1ccc(NC(=O)c2cc(-c3ccc(C)c(C)c3O)n[nH]2)cc1Cl
  4	25	-13	-15	-5	2	-2	105	-9	2.8
COc1cc([N+](=O)[O-])ccc1NC(=O)NNC(=O)C(C)Oc1ccc(F)cc1F (configuration not stated)
  0	-12	19	9	0	-13	1	108	-7	-3.5
CCc1ccccc1NC(=O)CSc1nnc(-c2ccncc2)o1
  4	8	19	-14	-1	-7	3	100	5	-3.6
O=C(OCc1cnc(Cl)s1)c1cccc(Cl)c1Cl
  -2	-32	-38	-11	-10	-10	2	105	2	6.6
CC(C)CNC(=O)c1cccc(NC(=O)c2ccc(NC(=O)c3ccco3)cc2)c1
  4	1	-9	-11	0	-2	3	81	7	1.4
Cn1cc(CC(=O)NCCCN2CCCC2=O)c2ccccc21
  6	8	-3	-17	-2	-6	-5	101	-8	0.5
CC(C)CC(=O)NC(NCC1CCCO1)C(Cl)(Cl)Cl (configuration not stated)
  2	1	9	-4	0	0	-1	99	-4	-1.8
COC(=O)C1(Cc2ccccc2)NC(c2ccccc2C)C2C(=O)N(c3ccc4c(c3)OCO4)C(=O)C21 (configuration not stated)
  3	-12	14	-6	-2	0	-2	105	3	-2.5
S=C(NCCCN1CCOCC1)NCCCN1CCOCC1
  7	32	-1	26	-1	-2	-2	104	-1	0.1
CS(=O)(=O)Nc1ccc(C(=O)NC2CCCC2)cc1
  1	-6	5	-4	-2	3	-2	102	0	-1.0
CCSc1nsc(NC(=O)Nc2ccc(F)cc2F)n1
  3	19	-54	30	-4	4	-2	103	3	11
NC(=O)Cc1ccc2sc(-c3ccccc3)nc2c1
  -5	3	-11	-17	1	-2	2	111	-5	1.6
CN(C)S(=O)(=O)c1ccc(NC(=O)COC(=O)C2CC3CCCC(C2)C3=O)cc1 (configuration not stated)
  3	-7	11	-29	0	3	0	98	-13	-2.2
Brc1cccc(-c2nnco2)c1
  3	25	2	-7	-6	-10	-4	nt	-1	-0.3
CC(C)CN(C(=O)c1ccc2c(c1)OCCO2)c1c(N)n(Cc2ccccc2)c(=O)[nH]c1=O
  -4	16	-4	10	3	-7	0	102	9	0.7
N#CC1=C(N)N(c2ncn[nH]2)C2=C(C(=O)CCC2)C1c1ccccc1 (configuration not stated)
  -2	-7	11	6	-2	-17	1	80	14	-2.1
CCOc1ccc(CN(C)C(=O)c2ccc3c(c2)NC(=O)C(C)S3)cc1OC (configuration not stated)
  1	0	-3	-2	-1	-4	-1	105	5	0.8
